N370S GC: qHTS Assay for Inhibitors and Activators of N370S glucocerebrosidase as a Potential Chaperone Treatment of Gaucher Disease; Lysosomal acid glucosylceramidase (Homo sapiens), P04062; N370S GC spleen homogenate, 4MU-glucoside fluorescence; Potency, µM (top dose mostly 59.4 µM), for the others: top-dose activity change, negative = inhibition, actives largely listed as inhibitors; hit rate 0.092% among 330,000; AID 2101, 2009;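 note: 0% = full enzyme activity and -100% = no enzyme basal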
FEN1 inhibitor: qHTS Assay for the Inhibitors of Human Flap endonuclease 1 (FEN1) | P39748 | Recombinant FEN1 flap cleavage, fluorescence, 15 min | Potency, µM (top dose mostly 114 µM), for inactives: at the top dose activity change, negative = inhibition, usual class: inhibitors | hit rate 0.35% among 390,000 | AID 588795, 2011; note: nearly all actives have a fitted effect of over 65% in size
Target sequence (P39748 whole entry, looked up): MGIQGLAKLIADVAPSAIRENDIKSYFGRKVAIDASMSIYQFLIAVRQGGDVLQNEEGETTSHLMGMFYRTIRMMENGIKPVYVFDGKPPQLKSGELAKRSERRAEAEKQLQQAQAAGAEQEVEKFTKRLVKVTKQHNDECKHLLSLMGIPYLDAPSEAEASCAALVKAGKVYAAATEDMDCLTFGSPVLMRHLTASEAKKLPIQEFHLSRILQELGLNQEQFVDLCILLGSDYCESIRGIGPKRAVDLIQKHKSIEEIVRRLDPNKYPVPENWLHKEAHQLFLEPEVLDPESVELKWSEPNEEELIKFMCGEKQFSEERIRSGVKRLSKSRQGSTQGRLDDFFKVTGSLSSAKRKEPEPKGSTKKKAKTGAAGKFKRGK
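In this screen, 50 nM flap DNA substrate was added to 10 nM FEN1 pretreated with compound for 15 min at room temperature; cleavage was followed with reads at 0 and 15 min, and Hill fitting gave concentration–response parameters.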
GCN5L2 inh: qHTS Assay for Inhibitors of GCN5L2; GCN5L2 HAT assay, ThioGlo1 CoA-SH fluorescence; Potency, µM (highest dose often 58.9 µM), without a hit: at the top dose activity change, negative = inhibition, actives largely listed as inhibitors; hit rate 0.21% among 390,000
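Titration-based screen in which CoA formation is detected via maleimide probe ThioGlo1 (50uM) turning fluorescent on thiol reaction; substrates H3(1-25) 75uM and acetyl-CoA 70uM, GCN5L2 20nM, 20 min incubation at room temperature.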
Starred values were filed as active, the others as inactive; [ ] = another dose, or the depositor's remark. Calls come from the whole dose curve; as a rule, active = well fitted curve in the direction sought with a large enough effect; inconclusive = small, poorly fitted or top-dose-only effect, or another doubt; inactive = no such curve, though single readings can be large; an effect the other way counts as inactive or inconclusive. Unless noted, % is set by controls: 0 for no effect and ±100 for the full control effect; potency is the fitted concentration of half-maximal effect. The list is partial; rates above refer to the full screens.

Screening CCN(CCn1cccn1)Cc1nc(Cc2cccc(F)c2)no1 returned N370S GC 7%, FEN1 inhibitor -16% and GCN5L2 inh -11%.
Cc1ccc(CO/N=C\Cc2snc(Sc3ncc(C(F)(F)F)cc3Cl)c2C#N)cc1 was read as N370S GC 8%, FEN1 inhibitor -11% and GCN5L2 inh -9%.
`COC(=O)c1ccc(C(=O)N2CCCC(N3CCN(c4ccc(F)cc4)CC3)C2)nc1` (stereo not given) gave N370S GC 1%, FEN1 inhibitor 16% and GCN5L2 inh 1%.
Screening CCCCNC(=O)COCc1cc(-c2ccc3c(c2)OCO3)on1 returned N370S GC -7%, FEN1 inhibitor 2% and GCN5L2 inh -21%.
`COC(=O)CNC(c1ccccc1Cl)c1cc(Br)ccc1NC(=O)CCN1CCOCC1` (stereo not given) gave N370S GC -7%, FEN1 inhibitor -12% and GCN5L2 inh -1%.
CCCn1c(N)c(N(CCOC)C(=O)/C=C/c2ccc(C(=O)OC)cc2)c(=O)[nH]c1=O was read as N370S GC 2%, FEN1 inhibitor -2% and GCN5L2 inh -7%.
`Cc1ccccc1C(=O)Nc1ccccc1C(=O)NC1CC1` gave N370S GC -13%, FEN1 inhibitor 1% and GCN5L2 inh 3%.
`O=C1C2C(C(=O)N1/N=C/c1cc([N+](=O)[O-])ccc1O)C1C=CC2C12CC2` (stereo not given) gave N370S GC -6%, FEN1 inhibitor -17% and GCN5L2 inh -7%.
Cc1ccc(CNc2nc(N)c([N+](=O)[O-])c(NCCO)n2)cc1 was read as N370S GC 1%, FEN1 inhibitor -1% and GCN5L2 inh -2%.
Cc1cc(C)c2cc(CN(CC3CCCO3)C(=S)NCc3ccco3)c(=O)[nH]c2c1 (stereo not given) was read as N370S GC inconclusive, FEN1 inhibitor 2% and GCN5L2 inh -10%.
CC(C)C(O)(C(=O)NNc1ccccc1)C(C)C was read as N370S GC -5%, FEN1 inhibitor -1% and GCN5L2 inh -1%.
For Cc1cc(N2CC(C(=O)Nc3nccs3)CC2=O)ccc1C(C)C (stereo not given) the results were N370S GC 1%, FEN1 inhibitor 10% and GCN5L2 inh -2%.
Screening O=C(CSc1nc2[nH]ncc2c(=O)[nH]1)NCc1ccccc1Cl returned N370S GC -1%, FEN1 inhibitor -1% and GCN5L2 inh -3%.
CCc1ccccc1NC(=O)c1ccc2c(SCC(=O)O)c3c(nc2c1)CCC3 was read as FEN1 inhibitor 3% and GCN5L2 inh -5%.
`O=C(Nc1ncn[nH]1)c1cccc(F)c1` gave FEN1 inhibitor 9% and GCN5L2 inh 1%.
For CC1(C)Cc2c(C#N)c(OCC(=O)c3ccccc3)nc(-c3ccoc3)c2CO1 the results were N370S GC -1%, FEN1 inhibitor -4% and GCN5L2 inh -3%.
For COc1ccc(-c2[nH]ncc2CN(CCO)Cc2cccs2)c(F)c1 the results were N370S GC -24%, FEN1 inhibitor 5% and GCN5L2 inh -5%.
For CC1(C)CC(=O)C(C=Nc2ccc(Cl)cn2)=C(O)C1 the results were N370S GC -10%, FEN1 inhibitor -9% and GCN5L2 inh -1%.
`CCOC(=O)Cc1csc(N/C(=N/S(=O)(=O)c2ccc(Cl)cc2)c2ccccc2)n1` gave N370S GC 7%, FEN1 inhibitor -1% and GCN5L2 inh -3%.
COc1ccccc1N(CC(=O)NCc1ccccc1)C(=O)CCC(=O)Nc1ccccn1 was read as N370S GC 3%, FEN1 inhibitor -6% and GCN5L2 inh 0%.

Reprinted at random: two entries already listed, in no set order.
`Cc1ccccc1C(=O)Nc1ccccc1C(=O)NC1CC1` gave N370S GC -13%, FEN1 inhibitor 1% and GCN5L2 inh 3%.
For COc1ccc(-c2[nH]ncc2CN(CCO)Cc2cccs2)c(F)c1 the results were N370S GC -24%, FEN1 inhibitor 5% and GCN5L2 inh -5%.

Returning to the listing, starting five compounds before the break.
For CC1(C)Cc2c(C#N)c(OCC(=O)c3ccccc3)nc(-c3ccoc3)c2CO1 the results were N370S GC -1%, FEN1 inhibitor -4% and GCN5L2 inh -3%.
For COc1ccc(-c2[nH]ncc2CN(CCO)Cc2cccs2)c(F)c1 the results were N370S GC -24%, FEN1 inhibitor 5% and GCN5L2 inh -5%.
For CC1(C)CC(=O)C(C=Nc2ccc(Cl)cn2)=C(O)C1 the results were N370S GC -10%, FEN1 inhibitor -9% and GCN5L2 inh -1%.
`CCOC(=O)Cc1csc(N/C(=N/S(=O)(=O)c2ccc(Cl)cc2)c2ccccc2)n1` gave N370S GC 7%, FEN1 inhibitor -1% and GCN5L2 inh -3%.
COc1ccccc1N(CC(=O)NCc1ccccc1)C(=O)CCC(=O)Nc1ccccn1 was read as N370S GC 3%, FEN1 inhibitor -6% and GCN5L2 inh 0%.
Screening COc1ccc(CC(=O)OCC(=O)Nc2ccc(Br)cc2)cc1 returned N370S GC -2%, FEN1 inhibitor -16% and GCN5L2 inh -14%.
O=C(c1ccc2c(c1)OCO2)C1CCCN(Cc2cn[nH]c2-c2ccccc2)C1 (stereo not given) was read as N370S GC -2%, FEN1 inhibitor -6% and GCN5L2 inh 2%.
`N/N=C(\c1ccccc1)c1cc(Br)ccc1N` gave N370S GC 0%, FEN1 inhibitor -2% and GCN5L2 inh -3%.
Screening O=C(Nc1ccccc1)c1ccc(S(=O)(=O)NCc2ccco2)cc1 returned N370S GC 1%, FEN1 inhibitor 1% and GCN5L2 inh 3%.
`COc1ccc(-n2nc(C(=O)NCC(=O)NC3CCCCC3)c3ccccc3c2=O)c(OC)c1` gave N370S GC -16%, FEN1 inhibitor 8% and GCN5L2 inh 3%.
For CC(=O)Nc1ccc(C(=O)NN2C(=O)NC3(CCCCC3)C2=O)cc1 the results were N370S GC -1%, FEN1 inhibitor 3% and GCN5L2 inh -11%.
`CCCOc1cccc(C2c3c(oc4ccc(F)cc4c3=O)C(=O)N2CCCN2CCOCC2)c1` (stereo not given) gave FEN1 inhibitor 12% and GCN5L2 inh 0%.
CCOc1ccc(/C=C/c2nc(C#N)c(NCc3ccccc3)o2)cc1 was read as FEN1 inhibitor -3% and GCN5L2 inh -13%.
Screening Cc1ccc(/C(N)=N/OC(=O)c2cccc(F)c2)cc1 returned N370S GC 6%, FEN1 inhibitor 2% and GCN5L2 inh -9%.
Screening CCCCCn1c(=O)[nH]c2cc(C(=O)NCc3ccc(C)cc3)ccc2c1=O returned FEN1 inhibitor -25% and GCN5L2 inh -6%.
`COc1ccc(C2C3=C(CC(C)(C)CC3=O)Nc3cc4c(cc32)OCO4)cc1` (stereo not given) gave N370S GC inconclusive, FEN1 inhibitor -1% and GCN5L2 inh -12%.
For COCCN(C(=O)CSc1nnc(Nc2ccc(C)cc2)s1)c1c(N)n(CC(C)C)c(=O)[nH]c1=O the results were N370S GC -8%, FEN1 inhibitor -12% and GCN5L2 inh -1%.
Screening COc1cccc(C(=O)NCC(=O)N/N=C/c2cccnc2)c1 returned N370S GC 2%, FEN1 inhibitor -10% and GCN5L2 inh -7%.
`CC1=C(C(=O)Nc2cccnc2)C(c2ccccc2Cl)n2nc(-c3ccccc3)nc2N1` (stereo not given) gave FEN1 inhibitor -11% and GCN5L2 inh -9%.
CCC(=O)c1ccc(OCC(=O)NC2(C#N)CCCCC2)cc1 was read as N370S GC 19%, FEN1 inhibitor 42%[activator] and GCN5L2 inh -6%.
`COC(=O)c1cc(C(C)=O)n2ccccc12` gave N370S GC 10%, FEN1 inhibitor 7% and GCN5L2 inh -9%.
O=C(Nc1ccc(O)cc1)c1ccc2c(c1)C(=O)N(Cc1cccnc1)C2=O was read as N370S GC -16%, FEN1 inhibitor -4% and GCN5L2 inh 0%.
Screening O=C(CSc1ncn[nH]1)Nc1ccccc1-c1ccccc1 returned N370S GC -8%, FEN1 inhibitor -6% and GCN5L2 inh 2%.
`CCCCN(C(=O)c1cccs1)c1c(N)n(Cc2ccccc2)c(=O)[nH]c1=O` gave FEN1 inhibitor -7% and GCN5L2 inh 0%.
`COc1cc(OC)c(C(=O)OCC(=O)NC2CCCCCCC2)cc1OC` gave FEN1 inhibitor 2% and GCN5L2 inh -3%.
CC(C)CC(=O)NCCCN1CCN(CCCNC(=O)CC(C)C)CC1 was read as N370S GC 13%, FEN1 inhibitor -6% and GCN5L2 inh -1%.
CSc1ccc(NC(=O)C2CCN(c3ncccn3)CC2)cc1 was read as FEN1 inhibitor -6% and GCN5L2 inh -6%.
`O=C(CSc1nc2cc(Cl)ccc2s1)N1CCCc2ccccc21` gave N370S GC 14%, FEN1 inhibitor -14% and GCN5L2 inh -3%.
`Cc1nonc1NC(=O)CSc1nnnn1-c1ccccc1` gave N370S GC -1%, FEN1 inhibitor 1% and GCN5L2 inh 1%.
`Cc1ccc(NC(=O)C(=O)NCC2CCCN2S(=O)(=O)c2cccs2)cc1` (stereo not given) gave N370S GC -16%, FEN1 inhibitor 1% and GCN5L2 inh -3%.
S=c1[nH]nc(Cc2cccc3ccccc23)o1 was read as N370S GC -6%, FEN1 inhibitor 0% and GCN5L2 inh -2%.
`COCCOC(=O)c1sc2nc[nH]c(=O)c2c1C` gave N370S GC -3%, FEN1 inhibitor 1% and GCN5L2 inh 3%.
`CN1CCC(OC(=O)COc2ccc(Cl)cc2Cl)CC1` gave N370S GC -2%, FEN1 inhibitor 10% and GCN5L2 inh -5%.
`Cn1c(-c2ccccc2)c(C#Cc2ccc(N)cc2)c2ccccc21` gave FEN1 inhibitor -3% and GCN5L2 inh 1%.
Cc1cccc(Cn2c(N(C)CCO)nc3c2c(=O)[nH]c(=O)n3C)c1 was read as N370S GC 0%, FEN1 inhibitor 4% and GCN5L2 inh -8%.
COc1ccc(CCNC(=O)COC(=O)c2cc(S(=O)(=O)NCc3ccccc3)ccc2O)cc1OC was read as N370S GC -3%, FEN1 inhibitor -1% and GCN5L2 inh inconclusive.
Screening COc1ccc(NC(=O)C(=O)NCC2(c3ccccc3)CCCC2)c(OC)c1 returned FEN1 inhibitor -16% and GCN5L2 inh -6%.
Cc1[nH]n(-c2ccc(Br)cc2)c(=O)c1/C=N/NC(=O)c1ccccc1 was read as N370S GC -3%, FEN1 inhibitor inconclusive and GCN5L2 inh -17%.
`CC(C)N1CCc2c(sc(NC(=O)C3CCCCC3)c2C(N)=O)C1` gave N370S GC -8%, FEN1 inhibitor -1% and GCN5L2 inh -2%.
Screening CCOc1ccc(-n2c(=S)sc3c(=O)[nH]c(SCC(=O)NCC4CCCO4)nc32)cc1 (stereo not given) returned N370S GC 11%, FEN1 inhibitor -1% and GCN5L2 inh -5%.
`Cc1nn2c(SCC(=O)c3cccs3)cc(C(C)(C)C)nc2c1-c1ccccc1` gave N370S GC inconclusive, FEN1 inhibitor -6% and GCN5L2 inh -27%.
Screening CCC(=O)OC1CSc2nc3ccccc3n2C1 (stereo not given) returned N370S GC 9%[2.35 µM], FEN1 inhibitor -16% and GCN5L2 inh 1%.
`Cc1ccccc1C(=O)N(Cc1sccc1C)C1CCS(=O)(=O)C1` (stereo not given) gave FEN1 inhibitor 0% and GCN5L2 inh 2%.
Screening Cc1occc1C(=O)N/N=C/C=C/c1ccc(N(C)C)cc1 returned N370S GC -1%, FEN1 inhibitor 4% and GCN5L2 inh inconclusive.
Screening Cc1nc2ccn(Cc3cccnc3)c(=O)c2cc1C(=O)Nc1ccc(F)cc1F returned FEN1 inhibitor 9% and GCN5L2 inh -6%.
O=C(Nc1ccc2c(c1)OCO2)C1CC(=O)N(c2ccccc2)C1 (stereo not given) was read as N370S GC -3%, FEN1 inhibitor -14% and GCN5L2 inh -1%.
For CC(NC(=O)COc1ccc(/C=N/NS(=O)(=O)c2ccccc2)cc1)c1ccccc1 (stereo not given) the results were N370S GC 0%, FEN1 inhibitor -2% and GCN5L2 inh -2%.
`COc1ccc(CN(CC2CCC(C(=O)O)CC2)C(=S)Nc2cccc(C)c2)cc1` (stereo not given) gave N370S GC -7%, FEN1 inhibitor 6% and GCN5L2 inh -3%.
`CN(Cc1ccccc1)C(=O)c1cn(C)c2ccc(S(=O)(=O)N(C)C3CCCCC3)cc2c1=O` gave FEN1 inhibitor 15% and GCN5L2 inh -10%.
`COc1ccc(CCC(=O)NC2CC(=O)N(c3ccc(OC)cc3)C2)cc1` (stereo not given) gave FEN1 inhibitor 16% and GCN5L2 inh -8%.
`CCCCCCCCCCCCCCCCOC[C@H](COP(=O)([O-])OCC[N+](C)(C)C)OC(=O)CCCCCCCC(=O)O` gave N370S GC -7% and GCN5L2 inh 16µM*.
N#Cc1ccc(OCC(=O)NCCN2CCOCC2)cc1 was read as FEN1 inhibitor -3% and GCN5L2 inh 0%.
`CCOc1ccc(-n2c(SCC(=O)N3CCC(C(=O)O)CC3)nc3ccccc3c2=O)cc1` gave N370S GC 7%, FEN1 inhibitor 0% and GCN5L2 inh 0%.
Screening CCc1nnc(NC(=O)CSc2nnc(-c3ccoc3C)n2CC(C)C)s1 returned N370S GC 1%, FEN1 inhibitor -1% and GCN5L2 inh -11%.
COC(=O)c1c(N)sc2c1CC(C)(C)OC2 was read as N370S GC -1%, FEN1 inhibitor 21% and GCN5L2 inh -12%.
For Cc1cc(=O)n2nc(-c3ccccc3)sc2c1C#N the results were N370S GC 7%, FEN1 inhibitor -4% and GCN5L2 inh -4%.
